Screening data: PubChem, The Scripps Research Institute Molecular Screening Center
OX1R antag-1: antagonists of human orexin 1 receptor (OX1R) | Orexin/Hypocretin receptor type 1 (Homo sapiens), O43613 | OX1R-expressing cells, FRET antagonist read-out | inhibition, % at 6.6 µM | hit rate 1.8% among 330,000 | AID 485270, 2010; in the data active = inhibition mostly above about 38%, no sharp cut-off; inactive = mostly below about 40%;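 also: 0% = agonist challenge alone and 100% = reference antagonist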
Target sequence (O43613 whole entry, looked up): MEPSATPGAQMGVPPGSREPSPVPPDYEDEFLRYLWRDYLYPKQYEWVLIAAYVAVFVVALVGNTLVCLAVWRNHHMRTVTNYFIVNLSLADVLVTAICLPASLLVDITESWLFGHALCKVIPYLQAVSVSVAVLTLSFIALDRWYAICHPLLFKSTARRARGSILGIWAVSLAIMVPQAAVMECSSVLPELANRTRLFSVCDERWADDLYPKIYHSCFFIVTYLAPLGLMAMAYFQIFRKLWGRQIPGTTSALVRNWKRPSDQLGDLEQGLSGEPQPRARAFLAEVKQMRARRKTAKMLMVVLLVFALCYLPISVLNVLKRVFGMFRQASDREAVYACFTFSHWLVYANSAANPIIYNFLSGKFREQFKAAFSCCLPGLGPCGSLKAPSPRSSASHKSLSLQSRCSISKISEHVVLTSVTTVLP
OX1R antag-2: OX1R (HCRTR1) antagonists, primary screen, fluorescence, CHO/OX1R cells, Fluo-8 calcium, orexin A; hit rate 0.43% among 330,000; AID 434989, 2010; Orexin/Hypocretin receptor type 1 (Homo sapiens), O43613; inhibition, % at 5 µM; Fluo-8 calcium fluorescence;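 active = inhibition above its plate's threshold, mean inhibition of all tested compounds on the plate plus 3 SD, cut at about 37% in these data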;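 also: 0% = orexin A challenge wells and 100% = SB-334867-A antagonist wells; not every result past the cut was called active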
Numbers without * were called inactive.

Start of the listing, in advance:
OX1R antag-1	OX1R antag-2	mol
21	-17	O=C1CC(c2ccc(S(=O)(=O)Nc3cc(C(F)(F)F)cc(C(F)(F)F)c3)cc2)CN1 (configuration not stated)
1	-5	O=C(CNC(=O)c1ccc(-c2ccccc2)cc1)Nc1ccc(S(=O)(=O)Nc2ncccn2)cc1

This part in full (from the top)
OX1R antag-1	OX1R antag-2	mol
21	-17	O=C1CC(c2ccc(S(=O)(=O)Nc3cc(C(F)(F)F)cc(C(F)(F)F)c3)cc2)CN1 (configuration not stated)
1	-5	O=C(CNC(=O)c1ccc(-c2ccccc2)cc1)Nc1ccc(S(=O)(=O)Nc2ncccn2)cc1
5	-2	O=C(O)Cn1nnc(-c2ccc(OCc3ccccc3)cc2)n1
14	-12	COc1ccc(C(=O)C2CCCN(C(=O)c3cnsn3)C2)c(C)c1 (configuration not stated)
26	-4	O=C(Nc1cccnc1)Nc1cc(Cl)cc(Cl)c1
20	-29	CCN(CC)S(=O)(=O)c1ccc(OC)c(NC(=O)OCc2ccccc2)c1
14	-9	O=C(COC(=O)c1ccco1)NCc1ccc2c(c1)OCO2
-3	-2	CS(=O)(=O)N(C(=O)NC(=O)NC1CCS(=O)(=O)C1)C1CCCCC1 (configuration not stated)
17	-42	COc1ccccc1CNC(=O)[C@H](CCSC)NC(=O)[C@@H]1Cc2ccccc2CN1
9	-14	CCCCNC(=O)CC1SC(=NCC)N(CC)C1=O (configuration not stated)
8	-15	O=C1CCCc2oc3c(c21)CCCC3
1	-24	CC(=O)Nc1cccc(NC(=O)CSc2ncc(C(=O)Nc3ccccc3)c(=O)n2C)c1
29	-26	Cc1ccc(N(CC(=O)NCCSc2ccccn2)S(=O)(=O)c2ccc(F)cc2)cc1
5	-10	Cc1cc(F)ccc1S(=O)(=O)Nc1ccc(O)c(Sc2ncn[nH]2)c1
47	10	CCN1CCN(C(=O)c2cc(COc3ccc4ncccc4c3)on2)CC1
15	-32	CC(=O)Cn1c(CN2CC(C)CC(C)C2)nc2c1c(=O)n(C)c(=O)n2C (configuration not stated)
8	-24	NC(=O)c1nsc(C(=O)N(c2cccc(F)c2)C(C(=O)NC2CCCC2)c2ccco2)c1N (configuration not stated)
5	3	CC(=O)CSc1nnc(C(F)(F)F)n1C
6	-22	CC(=O)c1ccc(N2C(=NC(=O)COc3ccccc3)SC3CS(=O)(=O)CC32)cc1 (configuration not stated)
8	-15	CC(C)C(=O)N1CC(=O)Nc2ccc(F)cc2C1c1ccc(F)cc1 (configuration not stated)
9	-18	CCOC(=O)N1CCN(C(=O)/C(=C\c2cccs2)NC(=O)c2cccs2)CC1
23	-2	COc1cc2sc3cc(NCC[C@@H]4CCCN4C)ccc3c(=O)c2cc1OC
7	-21	COc1ccc(OC)c(NC(=O)CCCNC(=O)c2ccc(Cl)cc2)c1
-1	-13	CC(=O)NC(CC(=O)NC1CCCCC1)c1ccccc1 (configuration not stated)
6	1	CSc1ccccc1NC(=S)Nc1cccc(C(F)(F)F)c1
18	-12	Cc1ccccc1C(=O)c1cccn1CC(=O)O
14	21	COc1cccc(-c2c(-c3cc(OC)cc(OC)c3)n(C)c3ccc(-c4ccc5cc[nH]c5c4)cc23)c1
10	6	CC12CCC(C(=O)N(NC(=O)c3ccccc3O)C1=O)C2(C)C (configuration not stated)
17	-13	C=CCOc1ccc(Cl)cc1C(=O)O
14	-14	CCc1noc2c1/C(=N\O)CC(c1ccccc1)C2 (configuration not stated)
21	-25	O=C(CCS(=O)(=O)c1ccc(Cl)cc1)N1CCN(c2ccccc2F)CC1
9	4	Nc1nc(-n2cnnc2)nn1-c1ccccc1
30	-25	CCN1CCN(c2nc(-c3cccs3)nc3ccccc23)CC1
23	-24	CCn1c(NCc2ccccc2Cl)nc2ccccc21
6	-10	CCn1c(SCC(=O)Nc2nc(C)c(C)s2)nnc1-c1ccco1
8	-11	CC1(C)C2CCC(C2)C1(C)NC(=O)C[N+](C)(C)C (configuration not stated)
10	-7	Cc1ccc(Nc2cc(C)nc3nnnn23)cc1
5	-17	Cc1ccc(N(Cc2ccc([N+](=O)[O-])cc2)C(=O)c2ccco2)cc1C
5	-37	COc1ccccc1CNCc1cccc(Oc2ccccc2)c1
8	-15	COCCN(C(=O)Nc1ccc(OC)cc1OC)C1CCN(C(C)C)CC1
11	-28	CCOc1ccc(C2/C(=C(/O)c3ccc(S(=O)(=O)N4CCCCC4)cc3)C(=O)C(=O)N2CCCOC)cc1OC (configuration not stated)
9	-15	CCOC(=O)/C(C#N)=N/Nc1ccccc1OC
17	-4	CN(Cc1ccccc1)C(=S)NC(=O)c1ccc(-c2ccccc2)cc1
25	-4	Cc1ccc2[nH]c3c(=O)n(N)c(C)nc3c2c1
-3	1	Cc1ccc(CNC(=O)COC(=O)c2cc(C)oc2C)cc1
9	-8	CCc1cc(C(=O)NCC(c2cccs2)N2CCOCC2)sc1C (configuration not stated)
16	-20	COc1cc(OC)c(NC(=O)c2sc3ncn(CC(=O)N4CCN(c5ccccn5)CC4)c(=O)c3c2C)cc1Cl
9	0	COc1cc(NC(=S)NC2CC(C)(C)NC(C)(C)C2)cc(OC)c1
-2	-24	CCOC(=O)c1c(NC(=O)CSc2nnc(C)s2)sc2c1CCC(C)C2 (configuration not stated)
96*	-7	O=C1SCCC1NS(=O)(=O)c1ccc([N+](=O)[O-])cc1 (configuration not stated)
1	-13	O=C(Cn1cc(C(F)(F)F)ccc1=O)N/N=C/c1ccc(Cl)cc1Cl
34	12	Cc1ccc(OC/C(O)=C(\C#N)c2nc3ccccc3s2)cc1
10	-14	COc1ccc(C(=O)Oc2ccc(/C=N/NC(=O)c3cccnc3)cc2OC)cc1
16	-15	Cc1ccc(C(=O)Nc2nc(-c3ccccn3)cs2)o1
19	-21	Cc1ccccc1NC(=O)Nc1ccccc1C(=O)NCc1ccccc1
16	-15	CN(C)C1=NC[C@H](Cc2ccccc2)N1CCCC1CCCC1
20	-36	CCn1c2ccccc2c2nnc(SCCN3CCCCC3)nc21
-10	-38	O=C(OCc1ccccc1)N1CCc2ccccc21
12	-22	COc1ccc(CNC(=O)C2CCC(CNS(=O)(=O)c3cccc4cccnc34)CC2)cc1 (configuration not stated)
29	-34	COc1ccc(/C=C2/SC(=O)N(CCNC(=O)C3CCCN3C(=O)c3cccs3)C2=O)cc1 (configuration not stated)

More compounds follow:
OX1R antag-1	OX1R antag-2	mol
27	-19	Cc1[nH]c2ccccc2c1C(c1ccncc1)N1CCN(c2ccccn2)CC1 (configuration not stated)
5	-22	O=C(Cn1cnc2ccccc2c1=O)Nc1nnc(C2CC2)s1
16	-2	COc1ccc(S(=O)(=O)N2CCC(C(=O)N3CCN(c4ccccc4OC)CC3)CC2)cc1
57	45*	O=C(c1cc(COc2ccc(F)cc2Cl)on1)N1CCC(OCc2cccnc2)CC1
27	-7	O=C(/C=C/NNC(=O)c1ccccc1)c1ccccc1
3	-13	O=C(c1cccc(S(=O)(=O)N2CCCC2)c1)N1CCN(c2ccccc2)CC1
25	0	CCN1C(C)=C(C)S/C1=C1\SC(=S)N(N)C1=O
29	-11	CCOC(=O)CSc1nncc2ccc(OC)c(OC)c12
10	7	COc1ccc(/C=C/C(=O)NC2=NCCS2)cc1OC
24	-7	Cn1cc([N+](=O)[O-])c(C(=O)N/N=C/c2ccccc2)n1
8	-6	CCN1CCN(CC(=O)Nc2cccc(C)c2)C(=O)C1=O
10	-18	CC(C)NS(=O)(=O)c1ccc(OCC(=O)NCc2ccco2)cc1
5	-14	NC(=O)C1CCN(C(=O)c2cccc(CN3C(=O)c4ccccc4C3=O)c2)CC1
8	-11	COc1ccc(-c2ccc(-c3noc(-c4ccccc4)n3)c(OC)n2)cc1
11	-9	O=C(NC1CCCC1)C1CCN(c2nccs2)CC1
7	-19	CC(C)Oc1ccccc1OCCN(C)C
20	-4	CC1CN(C)C(C)CC1NCc1ccc2c(c1)OCO2 (configuration not stated)
8	-4	CCOc1ccc2nc(N3C(=O)C(O)=C(C(=O)c4ccco4)C3c3ccco3)sc2c1 (configuration not stated)
33	25	O=C(CCn1c(=O)oc2cc(Cl)ccc21)Nc1ccc(O)cc1
2	-12	Cc1ccc(NC(=O)c2nnn(-c3ccc4c(c3)OCCO4)c2N)cc1
15	-22	Cn1nc(C(=O)N2CCC(C(N)=O)CC2)c2c1-c1ccccc1SC2
8	-13	CN(C(=O)COC(=O)CSc1ccc([N+](=O)[O-])cc1)c1ccccc1
9	1	CC(=O)N(C(C)=O)S(=O)(=O)c1ccc(N=NN2CCOCC2)cc1
23	-20	Cc1ccc(S(=O)(=O)N2CCOCC2)cc1C(=O)NCc1cccs1
13	-12	COc1ccc(S(=O)(=O)NCCC(=O)NC2CCCCC2C)cc1[N+](=O)[O-] (configuration not stated)
0	-22	O=C(CN1CCN(CC(=O)Nc2ccccc2Cl)CC1)NCC1(N2CCCCC2)CCCCC1
8	-10	CN1C(=O)CSc2ccc(NC(=O)NCc3ccc(F)cc3)cc21
14	-17	O=S1(=O)N=C2CCCCCN2C(c2ccc(F)cc2)N1 (configuration not stated)
3	-18	CCCCN(C(=O)c1cnccn1)c1c(N)n(CCC)c(=O)[nH]c1=O
34	-7	COc1ccc(CCNC(=O)CSc2nnc(-c3ccco3)c(-c3ccco3)n2)cc1OC
14	-23	CCOC(=O)c1[nH]c(C)c(C(=O)OCC(=O)Nc2sc3c(c2C#N)CCCCC3)c1C
4	-20	Cc1ccc(Cl)cc1NC(=O)C1CCCN(c2cnccn2)C1 (configuration not stated)
25	-31	Cc1nc2sc(C(=O)OCC(=O)N3c4ccccc4CC3C)c(C)c2c(=O)[nH]1 (configuration not stated)
16	-19	Cc1ccc2cccc(OCC(=O)Nc3ccc4c(c3)OCO4)c2n1
10	-36	O=C(NC(NC(=S)Nc1ccccc1C(=O)O)C(Cl)(Cl)Cl)c1cccc([N+](=O)[O-])c1 (configuration not stated)
37	-16	COc1ccc(C(=O)N2CCCC(c3ccccc3)C2)cc1 (configuration not stated)
3	-12	CCN(CC)S(=O)(=O)c1ccc2c(c1)nc(CCC(=O)OCC(=O)Nc1cc(OC)cc(OC)c1)n2C
8	-17	CN(Cc1nc2ccccc2n1C)C(=O)c1cccs1
0	-3	O=C(c1n[nH]c2ccccc12)N1CCN(S(=O)(=O)c2ccccc2)CC1
3	-9	COc1cc(NC(=O)c2cc3c(Cl)nc4ccccc4c3s2)cc(OC)c1OC
8	-15	Cc1ccc(C(=O)Nc2cc(S(=O)(=O)N3CCOCC3)ccc2N2CCCC2)cc1
19	-22	CCOc1ccc(C(=O)N2CCN(S(=O)(=O)c3cccs3)CC2)c(OCC)c1
10	-13	O=C(NCc1ccccc1)C(c1ccc(F)cc1)N(Cc1ccco1)C(=O)c1ccccn1 (configuration not stated)
21	1	N#Cc1cc2ccccc2nc1N
7	-42	CCCCCC(=O)N1CCN(CCN=CC2=C(O)CC(c3cccs3)CC2=O)CC1 (configuration not stated)
14	-1	O=C(Nc1nnc(SCc2ccccc2F)s1)c1ccco1
18	8	Cn1c(=O)c2[nH]c(N/N=C(/C#N)C(N)=O)nc2n(C)c1=O
-1	-4	COc1ccc(Br)cc1CNCC1CCCO1 (configuration not stated)

An excerpt of these results, with values under each structure.
Value order: OX1R antag-1, OX1R antag-2
Cc1nc2sc(C(=O)OCC(=O)N3c4ccccc4CC3C)c(C)c2c(=O)[nH]1 (configuration not stated)
→ 25, -31
Cc1ccc2cccc(OCC(=O)Nc3ccc4c(c3)OCO4)c2n1
→ 16, -19
O=C(NC(NC(=S)Nc1ccccc1C(=O)O)C(Cl)(Cl)Cl)c1cccc([N+](=O)[O-])c1 (configuration not stated)
→ 10, -36
COc1ccc(C(=O)N2CCCC(c3ccccc3)C2)cc1 (configuration not stated)
→ 37, -16
CCN(CC)S(=O)(=O)c1ccc2c(c1)nc(CCC(=O)OCC(=O)Nc1cc(OC)cc(OC)c1)n2C
→ 3, -12
CN(Cc1nc2ccccc2n1C)C(=O)c1cccs1
→ 8, -17
O=C(c1n[nH]c2ccccc12)N1CCN(S(=O)(=O)c2ccccc2)CC1
→ 0, -3
COc1cc(NC(=O)c2cc3c(Cl)nc4ccccc4c3s2)cc(OC)c1OC
→ 3, -9
Cc1ccc(C(=O)Nc2cc(S(=O)(=O)N3CCOCC3)ccc2N2CCCC2)cc1
→ 8, -15
CCOc1ccc(C(=O)N2CCN(S(=O)(=O)c3cccs3)CC2)c(OCC)c1
→ 19, -22
O=C(NCc1ccccc1)C(c1ccc(F)cc1)N(Cc1ccco1)C(=O)c1ccccn1 (configuration not stated)
→ 10, -13
N#Cc1cc2ccccc2nc1N
→ 21, 1
CCCCCC(=O)N1CCN(CCN=CC2=C(O)CC(c3cccs3)CC2=O)CC1 (configuration not stated)
→ 7, -42
O=C(Nc1nnc(SCc2ccccc2F)s1)c1ccco1
→ 14, -1
Cn1c(=O)c2[nH]c(N/N=C(/C#N)C(N)=O)nc2n(C)c1=O
→ 18, 8
COc1ccc(Br)cc1CNCC1CCCO1 (configuration not stated)
→ -1, -4

More entries follow:
OX1R antag-1	OX1R antag-2	mol
14	-21	CCN(CC)C(=O)C1CCN(c2ncnc3c2cnn3-c2ccc(C)cc2C)CC1
-5	-39	Cc1ccc(N2CCN(c3ccc([N+](=O)[O-])cn3)CC2)c(C)c1
7	-4	Cn1c(=O)c2c(O)c(Cc3ccccc3)c(=O)[nH]c2n(C)c1=O
-1	2	O=C(O)C1CCCCC1C(=O)Nc1nccs1 (configuration not stated)
16	-2	O=C(O)c1cccc(NC(=O)c2cc(-c3cccc(Cl)c3)nc3ccccc23)c1
-1	-14	COCCn1c(Cc2ccccc2)nnc1SCC(=O)N1CCCC1=O
8	-9	Cc1nn(-c2ccccc2)c(Cl)c1/C=N/NC(=O)c1cccnc1
